Screening results: PubChem BioAssay, National Center for Advancing Translational Sciences (NCATS)
Glioma ERSR ind: induces the endoplasmic reticulum stress response in human glioma cells. Potency, µM, inactives show at the highest dose activation, usual class: activators. 420,000 tested, 0.02% active. U87-MG GRP78 promoter luciferase reporter, 16 h; active = well fitted activation curve with a large enough effect; inconclusive = small, poorly fitted or top-dose-only effect; inactive = no such curve, though single readings can be large or run the other way; note: series mostly up to about 76 µM; % of control where 0% means no effect; nearly all actives have a fitted effect of over 35% in size
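Stably transfected U87-MG glioma cells carrying a GRP78-based luciferase sensor; 16 h compound incubation. Luminescence end-point read 10 min after Bright-Glo addition at room temperature.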
Starred values were filed as active, the others as inactive; ? = inconclusive; ! = not confirmed by another sample. Potency is the fitted concentration of half-maximal effect. The list is partial. The share of hits here may be higher or lower than overall.

SMILES | Glioma ERSR ind
CN(C)c1ccc(-c2nc(NCCN3CCOCC3)c3ccccc3n2)cc1 | 8.5%
CC(=O)OCC1OC(n2cnc3c(=O)[nH]cnc32)C(OC(C)=O)C1OC(C)=O (centres undefined) | 0.6%
CN(C)C(=O)c1ccc(-c2cncnc2NC2CCNCC2)cc1 | -1.3%
COC(=O)C1CCCCN1Cc1ccc2c(c1)CN(C(=O)c1csc(-c3cccs3)n1)CCO2 (centres undefined) | -1.5%
CCCCCCCCCCCCCCCCOCCOCCOCCOCCOCCOCCOCCOCCOCCOCCOCCOCCOCCOCCOCCOCCOCCOCCOCCOCCO | -11.6%
CC[C@@H]1Cn2c(c3nc(-c4cc(Cl)cc(Cl)c4Cl)nc-3n(C)c2=O)N1 | -3.6%
COC(=O)C(/C=C/C(C)Cc1cc(Br)cc(OCc2ccccc2)c1OC)OCc1ccccc1 (centres undefined) | -3.1%
CCCCCCCCCCCCCC[C@@H](O)[C@@H](O)[C@H](CO)NC(C)=O | 2.1%
CN(C)c1ncc2nc(CCc3ccccc3)c(=O)n(Cc3cccs3)c2n1 | -2.2%
CC(=O)OC[C@@H]1O[C@@H](O/N=C2/C[C@@H](O)[C@@H](O)[C@@H]3[C@@H]4C(=O)N(Cc5ccccc5)C(=O)[C@H]4CC[C@H]23)[C@H](OC(C)=O)[C@H](OC(C)=O)[C@@H]1OC(C)=O | -4.3%
N#CCCn1c(=O)c(-c2ccc(F)cc2)nc2cnc(Oc3cccc(Cl)c3)nc21 | -3.3%
COc1ccc(NC(=O)N2CCCC3(CCN(C(=O)c4c(C)noc4C)CC3)C2)cc1 | -3.4%
NC(N)=NCCC[C@H](NC(=O)[C@H](Cc1ccccc1)NC(=O)[C@@H]1CCCN1C(=O)[C@H](CO)NC(=O)[C@H](Cc1ccccc1)NC(=O)CNC(=O)[C@@H]1CCCN1C(=O)[C@@H]1CCCN1C(=O)[C@@H](N)CCCN=C(N)N)C(=O)O | -1.9%
CC(=O)N1CCC2(CCN(Cc3ccc(C#N)cc3)CC2)CC1 | -4.6%
COc1cc(=O)n2c(c1C(=O)N(C)Cc1nonc1C)CCN(CC1CC=CCC1)CC2 (centres undefined) | -4.0%
NC(Cc1cc(I)c(Oc2cc(I)c(O)c(I)c2)c(I)c1)C(=O)O (centres undefined) | -2.3%
COc1ccc(CNc2ccnc(-c3c(C)noc3C)n2)c(OC)c1 | -1.4%
CC(C)(C)OC(=O)C1=NOC2(C=CC(=O)C=C2)C1 | -12.2%
C/C(CCN1CCCc2nc(C)c(C)cc21)=N\OC[C@@H](C)[C@H](OCc1ccccc1)C(C)C | -6.5%
CC(CNC(=O)c1cccnc1)NC(=O)c1cccnc1 (centres undefined) | -2.6%
OCc1ccc(Cl)cc1Cl | -3.7%
Clc1ccc(Nc2nnc(Cc3ccncc3)c3ccccc23)cc1 | -0.5%
CC(C)(C)N1C(=O)[C@H]2[C@H]3[C@H](O)[C@H](O)C/C(=N/NC(=O)OCc4ccccc4)[C@@H]3CC[C@@H]2C1=O | -2.1%
CCN1CCC[C@@H]1CNC(=O)c1cc(S(=O)(=O)CC)ccc1OC | -4.7%
Cc1cccnc1-c1cccc2c1OC(CNC(=O)C(=O)c1ccccc1)C2 (centres undefined) | -4.4%
CC1Cc2c(-c3ccccc3)nc3c(c2CO1)CN(CCOc1ccccc1)CC3 (centres undefined) | -5.6%
COc1cc(N(C)C)cc(CN(C)CCc2ccc([N+](=O)[O-])cc2)c1O | -3.0%
COCC(=O)Nc1cc(C(=O)N2CCN(c3ccccc3)C(=O)C2)cc2nc(-c3ccccc3)n(C)c12 | -3.9%
COCCn1c(=O)c(-c2cc(F)cc(F)c2)nc2cnc(N3CCNCC3)nc21 | -2.3%
CCN(Cc1ccncc1)Cc1ccc2c(c1)CN(C(=O)c1cccc(-n3nc(C)cc3C)c1)CCO2 | -4.3%
COCc1c(C(=O)N2CCC(c3ccccc3)CC2)cnn1-c1nccc(-c2cc(C)sc2C)n1 | -11.0%
COc1cc(=O)n2c(c1C(=O)N(C)Cc1nccs1)CCN(Cc1ccc(Cl)cc1)CC2 | -5.1%
CCCCCCCCCCCCCCCC(=O)OC[C@H](O)[C@H]1OC[C@@H](O)[C@@H]1O | -4.1%
Cc1cc(C(=O)N(Cc2cc3cc4c(cc3nc2N2CCOCC2)CCC4)CC2CCCO2)c(=O)[nH]c1C (centres undefined) | 3.9%
C[C@@H]1CNCCN1S(=O)(=O)c1cccc2cnccc12 | -6.6%
CS(=O)(=O)N1CCC2(CCN(Cc3ccc(C#N)cc3)CC2)CC1 | -4.8%
NCCCC[C@H](NC(=O)[C@@H]1CCCN1C(=O)[C@@H](N)CCCN=C(N)N)C(=O)N1CCC[C@H]1C(=O)N[C@@H](CCC(N)=O)C(=O)N[C@@H](CCC(N)=O)C(=O)N[C@@H](Cc1ccccc1)C(=O)O | -1.8%
COc1ccc(-c2cnnc(CCCn3ccnc3-c3ccccc3)n2)cc1 | 0.1%
COc1ccc(-n2c(=O)c(-c3cn(C)c4ccccc34)nc3cnc(N4CCNCC4)nc32)cc1 | -1.6%
CNC1CCc2cc(OC)c(OC)c(OC)c2-c2ccc(OC)c(=O)cc21 (centres undefined) | -3.8%

An excerpt from above in order of their number in Glioma ERSR ind, smallest number first:
SMILES,Glioma ERSR ind
C[C@@H]1CNCCN1S(=O)(=O)c1cccc2cnccc12,-6.6%
CCN(Cc1ccncc1)Cc1ccc2c(c1)CN(C(=O)c1cccc(-n3nc(C)cc3C)c1)CCO2,-4.3%
COc1ccc(-c2cnnc(CCCn3ccnc3-c3ccccc3)n2)cc1,0.1%

(next part)
SMILES | Glioma ERSR ind
CC(=O)Nc1ccc(OCCOCCOc2ccc(NC(C)=O)cc2)cc1 | -5.4%
CC(C)(C)c1cc(O)c(C(C)(C)C)cc1O | 39.8µM*!
CCCc1nc(C(C)(C)O)c(C(=O)OCc2oc(=O)oc2C)n1Cc1ccc(-c2ccccc2-c2nn[nH]n2)cc1 | -3.6%
O=C(c1cccc(F)c1)N1CCC2(CCN(Cc3ccncc3)CC2)CC1 | -1.7%
Cc1ncc2c(c1CNC(=O)c1ccc3c(c1)OCO3)CCN(C(=O)c1noc3c1CCCC3)C2 | -3.5%
COc1cccc(Cc2nc3cccnc3n2C2CCN(C(=O)c3n[nH]c4c3CCCC4)CC2)c1 | -2.3%
COC(=O)NC(/C(C(=O)OC)=C(\C)NCc1ccccc1)c1ccccc1 (centres undefined) | -4.9%
CC(C)CO/N=C1/C[C@@H](O)[C@@H](O)[C@@H]2[C@@H]3C(=O)N(Cc4ccc5c(c4)OCO5)C(=O)[C@H]3CC[C@@H]12 | -2.1%
COc1ccc(Oc2ncc3ncc(=O)n(Cc4cccc(OC)c4)c3n2)cc1 | -5.1%
CCC1C(=O)NCCN1Cc1ccc2c(c1)CN(Cc1cc(OC)c3c(c1)OCO3)CCO2 (centres undefined) | -3.6%
COc1cccc(CNC(=O)c2c(OC)cc(=O)n3c2CCN(C(=O)C2CC=CCC2)CC3)c1 (centres undefined) | -2.1%
O=C([O-])[C@@H]1[O][Sb+]([O][Sb+]2[O][C@H]([C@H](O)CO)[C@H](O)[C@H](C(=O)[O-])[O]2)[O][C@H]([C@H](O)CO)[C@@H]1O | 1.3%
CCOC(=O)OCC1OC(C#Cc2ccc(Br)cc2)C=CC1OC(=O)OCC (centres undefined) | -4.2%
CCOC(=O)CCN1C(=O)[C@H]2[C@@H]3[C@H](O)C=CC(=O)[C@H]3CC[C@H]2C1=O | -3.4%
CC(=O)OCC1OC(Oc2cc(OC(C)=O)c3c(=O)cc(-c4ccc(OC(C)=O)cc4)oc3c2)[C@@H](OC(C)=O)C(OC(C)=O)C1OC(C)=O (some centres undefined) | -1.2%
O=C(Nc1cccc(F)c1)N1CCCC2(CCN(C(=O)c3csnn3)CC2)C1 | -3.8%
COCC(=O)Nc1cc(C(=O)N2CC3CC4CC(C3)CC2C4)c2c(c1)nc(-c1ccncc1)n2C | -4.1%
CN1CCN(c2ncnc3ccc(-c4ccccc4C(F)(F)F)cc23)CC1 | -6.5%
COc1ccc(O[C@H]2C=C[C@@H](c3ccccc3)O[C@@H]2CO/N=C(\C)CCN2CCCCc3nc(C)c(C)cc32)cc1 | -6.3%
N#CCCn1c(=O)c(-c2ccccc2)nc2cnc(Oc3cccc(Cl)c3)nc21 | -3.4%
COC(=O)c1sccc1S(=O)(=O)N1CCC(n2c(CC3CCCC3)nc3cccnc32)CC1 | -3.9%
CC[C@H]1C(c2cccc(Cl)c2)=NN(c2ccccc2)[C@@H]1CO | -7.0%
Cc1ccc(CC(Cc2nc3ccccc3[nH]2)c2nc3ccccc3[nH]2)cc1 (centres undefined) | ?
NOCc1ccccc1 | 9.5%
OC1(c2cccnc2)CCN(Cc2ccc3c(c2)CN(Cc2cc(F)cc(F)c2)CCO3)CC1 | -1.5%
COc1cccc(CN2C(=O)NC(C)(C3CCN(Cc4cc(Cl)ccc4O)CC3)C2=O)c1OC (centres undefined) | -3.8%
O=C(c1ccco1)N1CCC2(CC1)CCN(c1ccncc1)CC2 | -4.0%
Cc1ccc2c(C)nc(N3CCCC(C(=O)NC(C)(C)CO)C3)nc2c1 (centres undefined) | -2.4%
O=c1c(-c2cccc(Cl)c2)nc2cncnc2n1Cc1ccc(F)cc1 | 1.5%
CC#CC[C@@H](C)[C@@H](O)/C=C/[C@H]1[C@H]2c3cccc(CCCC(=O)O)c3O[C@H]2C[C@@H]1O | -2.9%
C/C(CCC(=O)OC[C@@H]1O[C@H](C#Cc2ccccc2)C=C[C@@H]1Oc1ccc(C)cc1)=N/O[C@@H](C)c1cn([C@H]2COC[C@H]2O)nn1 | -3.9%
COCOc1cc(OC)ccc1C(=O)/C=C\c1ccc2c(c1)OCO2 | ?
CCCCCCCCCCCCCCOS(=O)(=O)O | -3.4%
CC1(C)CCC[C@@](C)([C@H]2CC[C@]3(C)[C@@H]2[C@H](O)C[C@@H]2[C@@]4(C)CC[C@H](O)C(C)(C)[C@@H]4[C@@H](O)C[C@]23C)O1 | -4.6%
COc1ccc(C(=O)N2CCC3(CCCN(c4ccc(-c5ccccc5)cc4)C3)CC2)cc1 | -3.8%
COc1ccc(NC(=O)N2CC3(CCNCC3)C2)cc1 | -1.5%
COc1ccc(O[C@H]2C=C[C@@H](c3ccccc3)O[C@H]2COC(=O)CC/C(C)=N\OC[C@@H](O)COCc2ccco2)cc1 | -5.5%
CN(C)c1nc2cc3c(cc2cc1CN(CC1CCCO1)C(=O)c1cccc(F)c1)OCO3 (centres undefined) | -1.6%
O=c1c(-c2ccc(Cl)cc2)nc2cnc(Nc3ccccc3)nc2n1C[C@H]1CCCO1 | 0.2%
O=C(O)P(=O)(O)O | -4.6%

4 of these compounds in another layout:
> Cc1ccc2c(C)nc(N3CCCC(C(=O)NC(C)(C)CO)C3)nc2c1 (centres undefined)
- Glioma ERSR ind: -2.4%

> Cc1ccc(CC(Cc2nc3ccccc3[nH]2)c2nc3ccccc3[nH]2)cc1 (centres undefined)
- Glioma ERSR ind: ?

> C/C(CCC(=O)OC[C@@H]1O[C@H](C#Cc2ccccc2)C=C[C@@H]1Oc1ccc(C)cc1)=N/O[C@@H](C)c1cn([C@H]2COC[C@H]2O)nn1
- Glioma ERSR ind: -3.9%

> COCOc1cc(OC)ccc1C(=O)/C=C\c1ccc2c(c1)OCO2
- Glioma ERSR ind: ?

The listing continues.
SMILES | Glioma ERSR ind
C[C@H]1OC(OC2C(O)[C@@H](O)C(OC3C(O)[C@@H](O)C(O)O[C@@H]3CO)O[C@@H]2CO)[C@H](O)C(O)C1N[C@H]1C=C(CO)[C@@H](O)[C@H](O)C1O (some centres undefined) | -0.5%
CC(=O)c1ccc(F)c(-c2cc(C)cc3c2OC(CNC(=O)c2csc(C)n2)C3)c1 (centres undefined) | -3.3%
CN1CCCC2(CCN(C(=O)c3cccc(F)c3)CC2)C1 | -3.6%
O=C(Oc1ccccc1)N1CCC2(CC1)CCN(c1ccncc1)CC2 | -4.6%
CSCC[C@H](NC(=O)[C@H](Cc1c[nH]c2ccccc12)NC(=O)CCNC(=O)OC(C)(C)C)C(=O)N[C@@H](CC(=O)O)C(=O)N[C@@H](Cc1ccccc1)C(N)=O | -4.0%
CC(=O)N1CCC2(CC1)CCN(c1ccncc1)CC2 | -2.2%
O=C1/C(=C/c2ccccc2)Oc2ccccc21 | -4.3%
COc1cccc(CN2CCC(c3nnc(SCC4CCCO4)n3C)CC2)c1O (centres undefined) | -4.1%
O=C(c1cc(C(F)(F)F)cc(C(F)(F)F)c1)N1CCC2(CCCN(Cc3ccccc3)C2)CC1 | -1.5%
CCc1nc(CN2CCOc3ccc(C(O)C4CCCCC4)cc3C2)c(C)[nH]1 (centres undefined) | -3.8%
Cc1cnc(CNc2nc(-c3ccc4c(c3)OCO4)nc3ccccc23)cn1 | 5.1%
O=c1c(CCc2ccccc2)nc2cnc(N3CCOCC3)nc2n1Cc1ccc(F)cc1 | -2.5%
COc1ccc(C(=O)N2CCC[C@@]3(CCN(C(=O)Nc4cccc(C#N)c4)C3)C2)cc1 | -3.2%
CCC(C)C(N)C(=O)NC(CC(N)=O)C(=O)NC(CC(C)C)C(=O)NC(CCCCN)C(=O)NC(C)C(=O)NC(CC(C)C)C(=O)NC(C)C(=O)NC(C)C(=O)NC(CC(C)C)C(=O)NC(C)C(=O)NC(CCCCN)C(=O)NC(CCCCN)C(=O)NC(C(=O)NC(CC(C)C)C(N)=O)C(C)CC (centres undefined) | -9.6%
CC1CCC2C(=O)N3C(CCC(C)[C@@H]3c3cccc(N4CCOCC4)c3)C(=O)N2C1c1cccc(Br)c1 (some centres undefined) | 2.5%

Copied from the list.
`Cc1cnc(CNc2nc(-c3ccc4c(c3)OCO4)nc3ccccc23)cn1` | Glioma ERSR ind: 5.1%
`COc1ccc(C(=O)N2CCC[C@@]3(CCN(C(=O)Nc4cccc(C#N)c4)C3)C2)cc1` | Glioma ERSR ind: -3.2%
